SENP7 block: blocks the human protease SENP7; recombinant SENP7, Z-RLRGG-aminoluciferin luminescence, 40 min; inhibition, % at 5 µM; 330,000 tested, 1.5% active; AID 434973;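 active = inhibition above about 50% at the single test dose, limit read from the data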;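 also: plate controls were DMSO with enzyme for no effect and no enzyme buffer wells for full effect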
Target sequence (Q9BQF6 706-1050 limits assumed): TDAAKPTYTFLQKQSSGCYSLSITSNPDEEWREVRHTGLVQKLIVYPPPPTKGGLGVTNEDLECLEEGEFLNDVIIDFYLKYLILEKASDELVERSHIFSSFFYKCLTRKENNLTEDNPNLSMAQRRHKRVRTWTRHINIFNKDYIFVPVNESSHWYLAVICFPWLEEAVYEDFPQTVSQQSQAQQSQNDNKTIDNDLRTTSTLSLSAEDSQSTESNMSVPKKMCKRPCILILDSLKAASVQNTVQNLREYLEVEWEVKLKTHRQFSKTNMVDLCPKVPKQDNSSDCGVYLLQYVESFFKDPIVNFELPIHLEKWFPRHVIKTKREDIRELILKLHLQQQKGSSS
SENP8 block-1: inhibitors of human SENP8 protease | purified SENP8, Z-RLRGG-aminoluciferin cleavage, luminescence | inhibition, % at 10 µM | 330,000 tested, 1.2% active | AID 2540; in the data active = inhibition above about 50%
Target sequence (Q96LD8 whole entry, looked up): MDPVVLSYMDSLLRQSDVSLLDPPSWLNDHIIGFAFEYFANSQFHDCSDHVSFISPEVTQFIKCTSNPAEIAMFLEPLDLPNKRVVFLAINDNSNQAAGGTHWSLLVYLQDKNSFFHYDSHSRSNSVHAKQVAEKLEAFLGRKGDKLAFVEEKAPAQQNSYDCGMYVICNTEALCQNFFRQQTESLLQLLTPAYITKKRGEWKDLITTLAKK
SENP8 block-2: SENP8 (human) protease inhibition. Q96LD8. recombinant SENP8, Nedd8 substrate fluorescence. inhibition, % at 20 µM. 360,000 tested, 0.64% active. AID 602440; in the data active = inhibition mostly above about 40%, no sharp cut-off; inactive = mostly below about 27%
Apaf-1 inh: human Apaf-1 inhibition | reconstituted apoptosome caspase-3 activity, DEVD-Rh110 fluorescence | inhibition, % at 20 µM | 330,000 tested, 0.71% active; active = inhibition of at least 40% at 20 µM;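 also: plate controls were DMSO wells for no effect and DEVD-CHO caspase inhibitor wells for full effect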
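Assay system – apoptosome proteins · Medium – Hepes buffer, pH 7.5 · Also added – cytochrome c with DEVD-Rh110 · Timing – 30 min compound preincubation, 50 min activation, room temperature · Detection – Rh110 fluorescence, excitation 480 nm, emission 540 nm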
SENP6 block: inhibitors of human SENP6 protease; inhibition, % at 10 µM; 330,000 tested, 1.8% active; Recombinant SENP6 catalytic domain, aminoluciferin luminescence;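 active = inhibition above about 50% at the single tested dose, limit read from the data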;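 also: plate controls were DMSO wells with enzyme for no effect and DMSO wells lacking enzyme for full effect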
SENP1 FRET inh: SENP1 (human) catalytic domain inhibition; Q9P0U3; recombinant SENP1 catalytic domain, CyPet-SUMO1-YPet FRET cleavage; inhibition, % at 10 µM; 360,000 tested, 0.21% active; AID 624204;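 active = inhibition at least 30% at 10 µM, raw YFP signal under a set limit, fluorescence ratio 0.5 to 1.5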;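 also: 0% = enzyme with DMSO and 100% = no enzyme wells; some results filed as inactive read as strong as hits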
Target sequence (Q9P0U3 419-644 limits assumed): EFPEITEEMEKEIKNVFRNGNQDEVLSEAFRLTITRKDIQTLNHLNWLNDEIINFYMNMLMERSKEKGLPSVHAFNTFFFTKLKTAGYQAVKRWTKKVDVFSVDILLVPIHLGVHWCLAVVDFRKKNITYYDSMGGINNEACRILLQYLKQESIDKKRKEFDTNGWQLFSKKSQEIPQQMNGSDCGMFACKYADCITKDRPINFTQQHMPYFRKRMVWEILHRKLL
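Assay system – human recombinant His6-tagged SENP1 catalytic domain enzyme · Input – SENP1 enzyme, 20 pM final · Buffer or medium – Tris pH 8 buffer plus EDTA, NaCl, BME, BSA, NP40, catalase · Schedule – 50 min reaction at room temperature · Technique – FRET read of cyan and yellow fluorescence · Control set – no-enzyme wells low, DMSO-plus-enzyme wells high control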
PfG6PD inh: PfG6PD (Plasmodium falciparum) enzyme inhibition; PfGluPho enzyme, NADPH resazurin-diaphorase fluorescence; inhibition, % at 20 µM; 350,000 tested, 0.78% active;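 active = inhibition reaching at least a set limit at 20 µM in the primary screen, cut at about 59% in these data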;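 also: 0% = DMSO wells with substrate and 100% = DMSO wells lacking glucose-6-phosphate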
HKDC1 inh: HKDC1 (human) hexokinase inhibition | recombinant HKDC1, G6PDH/diaphorase resazurin coupled fluorescence | inhibition, % at 20 µM | AID 493160 | Q2TB90 | 340,000 tested, 0.16% active;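 active = inhibition above about 35% when tested at 20 µM, limit read from the data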;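 also: plate controls were DMSO wells with enzyme for no effect and DMSO wells lacking enzyme for full effect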
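Material: recombinant HKDC1 hexokinase; Amount: HKDC1 at 5 µg/mL; Medium: Tris pH 8.0 buffer with MgCl2, Tween-20, BSA, BME; Schedule: 90 min reaction incubation at room temperature, dark; Technique: coupled resazurin fluorescence, excitation 525 nm, emission 613 nm.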
Starred values were filed as active, the others as inactive; i = inactive; · = not tested or not shown.

The line under a structure holds: SENP7 block	SENP8 block-1	SENP8 block-2	Apaf-1 inh	SENP6 block	SENP1 FRET inh	PfG6PD inh	HKDC1 inh
CCN(CC)S(=O)(=O)c1ccc2[nH]cc(C(=O)NCCC3=CCCCC3)c(=O)c2c1
 : 9	-5	-37	20	5	0	7	-1
CCOC(=O)C1CCN(CCC(=O)Nc2ccc(C)c(C)c2)CC1
 : 4	1	12	-6	4	-4	-4	-3
N=C(c1ccc([N+](=O)[O-])cc1)N1CCCCC1
 : -4	-13	-25	-17	-11	-15	-3	-4
CCOC(=O)c1cn(CC(=O)Nc2ccc(OC)cc2OC)nn1
 : 5	2	20	5	-2	4	-12	10
Cc1cc(C(=O)OCC(=O)Nc2ncc(C(F)(F)F)cc2Cl)c(C)o1
 : 8	-7	11	3	-17	-47	1	-2
Cc1ccc(C2N(c3ccc(Cl)cc3)C(=O)N3CCCN23)cc1 (stereo unspecified)
 : 15	-2	24	-4	-21	2	1	3
CCOc1ccccc1NC(=O)Nc1cc(OC)ccc1OC
 : -1	-6	3	-6	-2	-1	-5	-3
CN1CCN(C(=O)Nc2ccc3c(c2)N(C)C(=O)c2ccccc2S3)CC1
 : -6	3	8	0	-6	-2	-8	-5
O=C(Nc1ccc(F)cc1)c1cc2ccccc2o1
 : 86*	76*	19	14	86*	3	58	0
O=C1CC2(CCN1)CCN(Cc1ccccc1)CC2
 : ·	·	-5	·	·	-7	-2	0
Cc1ccc(C(=O)N[C@H](C(=O)Nc2ccc(F)cc2)C(C)C)cc1
 : 9	4	20	10	21	0	15	-8
CCCCN1C(C(=O)Nc2cc(C)on2)=C(O)c2ccccc2S1(=O)=O
 : 1	-4	-10	5	9	1	-16	-1
Cc1ccc(OCCOCCN2CCN(C)CC2)c(C(C)(C)C)c1
 : 2	4	27	8	13	3	8	3
COc1cc(NC(=O)CNC(=O)Cn2c(C)cc3ccccc3c2=O)cc(OC)c1OC
 : -4	-2	-56	3	-1	6	7	-6
O=C(O)c1ccc(N2C(=O)CC(N3CCC(c4nc5ccccc5[nH]4)CC3)C2=O)cc1 (stereo unspecified)
 : -6	-7	0	-1	-10	2	0	-10
CCOC(=O)c1ccc2[nH]c3c(c2c1)CCCC3NC=O (stereo unspecified)
 : -2	-5	-52	1	-9	-2	9	-1
FC(F)(F)Sc1ccc(NC(=S)NCc2ccccc2)cc1
 : 8	-2	18	-2	-10	-2	4	0
CC(=O)NCCC(=O)N(C)CC1CCN(CCc2cccc(C(F)(F)F)c2)CC1
 : -2	2	8	-4	11	-2	0	-1
O=C(c1cc(COc2ccc(F)c(F)c2)on1)N1CCSCC1
 : -7	-7	4	0	-2	3	6	7
N=c1c2c(ncn1Cc1ccco1)Oc1cc(O)ccc1C2c1ccccc1 (stereo unspecified)
 : -3	-4	-43	-11	18	-54	13	5
Cn1c(=O)oc2ccccc2c1=O
 : ·	·	4	·	·	3	6	-2
CC12CC(c3ccccc3O1)N(C(=O)c1ccc(Br)o1)C(=O)N2c1ccccc1 (stereo unspecified)
 : 2	-4	3	24	-6	0	4	2
COc1cccc(C(=O)NNC(=O)CCc2ccccc2)c1
 : -1	3	9	-4	13	1	6	-12
COCC(=O)N1CCC(Oc2ccc(C(=O)N3CCCCCC3)cc2)CC1
 : -7	-3	-8	4	4	0	7	-4
O=C(NCc1cccnc1)Nc1ccccc1F
 : 1	-2	16	-1	-13	2	-4	4
CC1CCN(C(=O)CSc2nnc(CNC(=O)c3ccco3)o2)CC1
 : -9	1	22	1	-9	2	0	-4
CCN(CC)CCCN(C(=O)c1cccc(C)c1)c1nc(-c2ccc(OC)cc2)cs1
 : -7	-4	11	17	-5	0	-3	-2
Cc1ccccc1-n1c(SCC(=O)N(C)C2CCS(=O)(=O)C2)nnc1-c1ccncc1 (stereo unspecified)
 : -1	-4	-9	-3	-10	1	8	0
CC(C)N(CCCNC(=O)Cn1c(=O)c2cccn2c2ccc(F)cc21)Cc1ccccc1
 : 61*	-1	-6	12	-14	-1	6	-3
COc1cc(C(=O)NCC2CCCCC2)cc(OC)c1OC
 : -1	-3	21	7	-12	1	7	0
CCOC(=O)C(=O)c1csc(NC(=O)COc2ccc(N(C)S(=O)(=O)c3ccc(F)cc3)cc2)n1
 : 6	5	18	16	3	1	-10	4
O=c1cc(-c2ccccc2)nc2cc(-c3ccc(F)cc3)[nH]n12
 : 43	79*	-488	8	87*	-16	-11	-1
O=C(OCc1ccccc1F)c1ccc2c(c1)OCCO2
 : 84*	80*	22	9	95*	1	-6	-1
CNC(=O)c1oc(-c2ccccc2)nc1C
 : 3	0	15	-10	4	4	-5	-7
O=C(N/N=C/c1c(O)n(-c2ccc(Cl)cn2)c(=O)c2ccccc12)C1CC1
 : 3	2	-22	-5	13	20	11	-10
Cc1ccc(CN2CCN(CC(=O)N=Nc3c(O)[nH]c4ccccc34)CC2)cc1
 : -5	-3	12	8	-33	1	3	-6
N=C(N)SCc1ncccc1O
 : -3	2	-42	-3	-8	-22	18	7
COc1cc(C(=O)Nc2nc3ccc(C)cc3s2)ccc1OCc1c(C)noc1C
 : 6	7	i	5	-16	0	-1	-5
CCCOc1ccc(-c2nnn(CC(=O)c3c[nH]c4ccccc34)n2)cc1
 : -8	-3	13	1	-19	3	-5	-4
CCN(CC(=O)NCc1cccs1)C(=O)Cc1ccc(Cl)c(Cl)c1
 : -5	-12	8	15	7	2	1	-10
O=C(Nc1ccc(N2CCOCC2)c(Cl)c1)c1ccc(Br)o1
 : 31	3	9	-3	35	1	82*	3
Cc1cc(S(=O)(=O)Nc2c(C)nn(C)c2C)c(Cl)cc1Cl
 : -4	-1	23	12	-11	1	-2	3
CC(=O)Nc1ccc(C=NNc2nnc(NN=Cc3ccc(NC(C)=O)cc3)c3ccccc23)cc1
 : ·	·	-480	·	·	-40	-20	-6
N=c1c(C(=O)NCc2ccccc2)cc2c(=O)n3ccccc3nc2n1Cc1ccco1
 : -5	-2	-498	7	-15	-21	13	6
COc1cccc(NS(=O)(=O)c2ccc(OC)c(OC)c2)c1
 : -3	-2	-3	-4	-14	3	8	-11
COCCN(C(=O)COC(=O)c1ccccc1NCc1ccco1)c1c(N)n(Cc2ccccc2)c(=O)[nH]c1=O
 : -9	0	i	17	-5	-3	-5	-1
Cc1nn(C)cc1NC(=O)Cn1nc(C(F)(F)F)cc1C1CC1
 : 3	-6	2	-4	-20	-1	-13	-10
O=C(NC1CCCC1)C(c1cccs1)N(C(=O)c1ccno1)c1ccccc1 (stereo unspecified)
 : -2	-2	27	-1	-8	1	2	-2
COc1ccc(S(=O)(=O)N2CC(C)N(C(=O)N(C)C)C2C)cc1 (stereo unspecified)
 : 3	0	7	3	-7	-1	-6	-7
Cc1nc2nc(N)nc(OCc3ccccc3)c2nc1C
 : -8	-3	-418	-9	-6	-26	10	-10
O=C(NCc1cccnc1)c1ccc(NC(=O)c2ccco2)cc1
 : -2	1	-5	1	-4	1	-15	0
C=CCOc1ccc(Br)cc1CNCCCN1CCOCC1
 : 3	-2	16	4	-6	-2	13	-3
CCCCn1c(N)c(N(CC(C)C)C(=O)c2cc3c(s2)CCC3)c(=O)[nH]c1=O
 : -1	1	-31	5	2	-11	26	-2
CCOc1cc([N+](=O)[O-])cc2c1C(=O)Nc1ccccc1O2
 : -2	-9	16	8	-13	54*	-7	-7
CCOc1ccccc1NC(=O)CSc1ccc(-c2sc(C)nc2C)nn1
 : -6	2	8	13	10	-2	24	3
CCCC(=O)Nc1cccc(-c2nc3ccccc3c(=O)o2)c1
 : 35	-26	-21	3	-11	0	10	3
Cc1cc(NC(=O)CSc2nc3c(sc4ccccc43)c(=O)n2CCCN2CCOCC2)n[nH]1
 : -1	-3	13	-12	-3	1	15	17
C/C(=N/n1cnnc1)c1cccnc1
 : 6	10	19	-10	15	0	-22	-5
Nc1ncc([N+](=O)[O-])c(N2CCCCCC2)n1
 : -4	1	9	4	1	0	-11	-5
CC[C@@H]1C/C=C\Cc2ccccc2[C@H](C(=O)C[C@@H](O)CC(C)=O)OC1=O
 : -8	-7	18	15	-14	2	-7	1

More structures
The line under a structure holds: SENP7 block	SENP8 block-1	SENP8 block-2	Apaf-1 inh	SENP6 block	SENP1 FRET inh	PfG6PD inh	HKDC1 inh
CN(CCc1ccccn1)C(=O)Nc1ccc(C(C)(C)C)cc1
 : -9	-17	10	-2	-13	-1	10	0
O=C(c1ccc(C(F)(F)F)cc1)N1CCC(=O)N(C(COCc2ccc(C(F)(F)F)cc2)Cc2ccccc2)CC1 (stereo unspecified)
 : 0	-6	11	21	-4	1	22	8
COc1ccc(-n2nccc2-c2nn(-c3cccc(OC)c3)c(=O)n(C)c2=O)cc1
 : 0	4	14	6	4	1	-12	-7
CCNC(=S)NNC(=O)c1csc(C(C)C)c1
 : 12	-6	23	-6	-13	1	-8	-5
O=C(c1ccco1)N1CCN(C(c2ccc(Cl)cc2)c2nnnn2CC2CCCO2)CC1 (stereo unspecified)
 : 4	-2	26	5	0	0	-3	-3
CCOC(=O)c1c(-c2ccc(Cl)cc2)cn2ccccc12
 : 7	-5	-433	-2	-22	-2	-15	1
COc1ccc2[nH]c3c(c2c1)CCN1C(=O)C(CC(=O)NCCCn2ccnc2)C[C@H](C(=O)N(C(C)C)C(C)C)[C@@]31C (stereo partly specified)
 : 12	·	6	9	·	1	13	-6
CCn1c2ccccc2c2cc(N=C3SC(CC(=O)Nc4ccccc4)C(=O)N3C)ccc21 (stereo unspecified)
 : 1	-3	14	5	-20	1	0	-2
COc1cccc(CN(C)S(=O)(=O)c2cccs2)c1
 : -1	7	1	2	12	2	36	0
CCOc1ccc(C(=O)n2cnnc2N)cc1
 : -14	-14	9	-6	-5	3	-10	0
CCCOC(=O)Nc1ccc(S(=O)(=O)Nc2ncccn2)cc1
 : -3	-7	19	-7	2	3	-9	-6
CC1(NC(=O)Cn2cc(C(F)(F)F)ccc2=O)CCS(=O)(=O)C1 (stereo unspecified)
 : -5	6	3	-9	-7	1	-13	-3
CN(C)CCN(Cc1ccccc1)C(=O)C1CCN(c2ncnc3c2nc2n3CCCCC2)CC1
 : 6	2	-9	-13	16	3	-7	2
COC(=O)c1ccc(CSc2nc(-c3ccccc3)cs2)o1
 : -11	-16	10	17	-8	2	12	-4
Cc1nc(C)c(-c2csc(NCc3ccco3)n2)s1
 : 4	-1	-18	8	7	4	6	-12
COc1cccc(NC(=O)COc2ccccc2)c1
 : -3	9	16	11	13	0	1	-4
Cc1ccc2nc(-c3ccccc3)cc(C(=O)N3CCc4ccccc4C3)c2c1
 : -3	-1	-22	13	-26	-7	17	4
Cc1cccc(CNc2ncc(-c3cccc([N+](=O)[O-])c3)n2C)c1
 : -9	-9	11	16	-1	1	-12	14
Nc1nc(COC(=O)CCC(=O)c2ccc(Cl)cc2)nc(Nc2ccccc2)n1
 : -8	-4	5	19	-10	-11	6	-2

Screens as filed in PubChem.
